tim10-1 inh: inhibits growth of tim10-1 mutant yeast; S. cerevisiae tim10-1 ts strain growth, BacTiter-Glo, 24 h; inhibition, % at 20 µM; 330,000 compounds, 2.2% hits; AID 463190;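 active = inhibition of at least 40%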;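 note: mutant grown at 25 °C; 0% = DMSO wells with yeast and 100% = wells holding no yeast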
TIM10 inh: inhibits growth of TIM10 yeast strain; S. cerevisiae TIM10 strain growth, BacTiter-Glo luminescence, 24 h; inhibition, % at 10 µM; 330,000 compounds, 1.4% hits; AID 463195;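 active = inhibition of 40% or more at the single tested concentration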;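 note: wild-type TIM10 isogenic control strain grown at permissive 25 °C; 0% = DMSO yeast wells and 100% = minimal medium wells without yeast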
697 NFkB inh: inhibitors of the PMA/ionomycin-induced NF-kB reporter in 697 B cells; 697 B-cell NF-kB luciferase reporter, 16 h; inhibition, % at 4 µM; 330,000 compounds, 0.33% hits; AID 435022; in the data active = inhibition above about 35%
tim23-1 inh: tim23-1 yeast growth inhibition; 330,000 compounds, 1.3% hits; S. cerevisiae tim23-1 growth, BacTiter-Glo luminescence, 24 h; inhibition, % at 20 µM;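 active = growth inhibition of the mutant yeast at or above 50%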;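 note: temperature-sensitive mutant grown at 25 °C; plate controls were DMSO-treated mutant yeast for no effect and medium wells lacking yeast for full effect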
Jurkat NFkB inh: lowers PMA/ionomycin-induced NF-kB signal in Jurkat cells | PMA/ionomycin-induced NF-kB luciferase reporter, luminescence | inhibition, % at 4 µM | 330,000 compounds, 0.53% hits | AID 435003; in the data active = inhibition above about 50%
Mdm2-MdmX inh: disrupts the human Mdm2-MdmX interaction. SaOS-2 split-luciferase Mdm2/MdmX complementation, luminescence. O15151+Q00987. inhibition, % at 8 µM. 330,000 compounds, 3% hits. AID 485346;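 active = inhibition of at least 50% at 8 µM in the primary screen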
Target sequence (O15151 whole entry, looked up): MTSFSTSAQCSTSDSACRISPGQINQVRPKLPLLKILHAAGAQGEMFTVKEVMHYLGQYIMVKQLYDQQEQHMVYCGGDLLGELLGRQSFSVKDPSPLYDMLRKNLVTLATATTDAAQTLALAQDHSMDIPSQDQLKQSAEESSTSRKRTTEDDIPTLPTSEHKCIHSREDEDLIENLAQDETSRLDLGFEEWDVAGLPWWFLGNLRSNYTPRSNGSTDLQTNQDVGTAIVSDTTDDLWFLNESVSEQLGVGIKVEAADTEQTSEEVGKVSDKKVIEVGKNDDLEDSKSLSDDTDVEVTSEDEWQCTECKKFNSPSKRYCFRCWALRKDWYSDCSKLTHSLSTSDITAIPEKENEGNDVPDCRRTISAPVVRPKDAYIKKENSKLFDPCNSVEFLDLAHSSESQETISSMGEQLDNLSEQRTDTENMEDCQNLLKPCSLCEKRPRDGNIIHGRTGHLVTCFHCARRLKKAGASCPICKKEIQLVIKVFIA
Target sequence (Q00987 whole entry, looked up): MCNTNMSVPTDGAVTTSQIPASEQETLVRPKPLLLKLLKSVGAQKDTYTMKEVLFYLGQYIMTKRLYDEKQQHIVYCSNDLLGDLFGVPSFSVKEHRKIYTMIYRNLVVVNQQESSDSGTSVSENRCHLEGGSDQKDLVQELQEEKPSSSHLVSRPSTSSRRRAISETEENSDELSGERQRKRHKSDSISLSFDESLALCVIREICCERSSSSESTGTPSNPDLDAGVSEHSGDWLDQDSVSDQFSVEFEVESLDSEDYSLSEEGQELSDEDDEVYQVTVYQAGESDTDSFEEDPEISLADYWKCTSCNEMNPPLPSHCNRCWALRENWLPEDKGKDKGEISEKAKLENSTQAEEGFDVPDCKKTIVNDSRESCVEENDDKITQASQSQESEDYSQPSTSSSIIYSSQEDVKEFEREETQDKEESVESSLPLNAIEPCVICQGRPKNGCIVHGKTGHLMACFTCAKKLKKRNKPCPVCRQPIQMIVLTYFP
XBP1 UPR activ: adaptive UPR (XBP1) activation | CHO-XBP1 luciferase reporter, IRE1-XBP1 UPR activation, luminescence; percent of tunicamycin response, DMSO as zero | activation, % at 20 µM | 330,000 compounds, 0.33% hits;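 active = versus positive control, 20 µM dose yields 30% or more activation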;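 note: 100% = tunicamycin at 10 µg/mL and 0% = DMSO only wells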
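Assay system: IRE1-XBP1 luciferase reporter CHO line. Input: 1000 cells/well. Buffer or medium: F12 with 10% serum. Doses: 20 µM, 1% DMSO. Times: overnight seeding at 37 °C, 6 h compound treatment at 37 °C. Technique: Steady-Glo luciferase glow luminescence, 10 min after reagent addition.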
UPR CHOP act: activators of apoptotic arm of unfolded protein response (CHOP) | CHO-CHOP luciferase reporter, UPR activation, luminescence; percent of tunicamycin response over DMSO baseline | activation, % at 10 µM | 330,000 compounds, 0.34% hits | AID 449763;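 active = at 10 µM dose, activation of 40% or more, normalized to positive control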;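 note: 100% = tunicamycin at 10 µg/mL and 0% = DMSO alone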
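assay system = CHO CHOP reporter cells | amount = 500 CHO-CHOP cells per well | buffer or medium = F12 with 10% FBS | incubation = 16-18 h cell attachment, then 6 h compound exposure, 37 °C | detection = luminescence read with Steady-Glo | read-out = percent activation relative to tunicamycin control | controls = tunicamycin high control, DMSO low control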
* = called active by the depositor.

SMILES	tim10-1 inh	TIM10 inh	697 NFkB inh	tim23-1 inh	Jurkat NFkB inh	Mdm2-MdmX inh	XBP1 UPR activ	UPR CHOP act
C/C(N)=C(/C#N)C(=O)CSc1nc2ccccc2c(=O)n1CCCOC(C)C	8	19	8	17	-1	15	2	-2.5
Cc1c2ccccc2c(C)c2c1ccc1ccccc12	50*	84*	-41	77*	-2	79*	-6	3.7
COc1ccc(C2Nc3ccccc3NC3=C2C(=O)CC(C)(C)C3)cc1 (stereo unspecified)	8	-4	-20	1	-13	12	-1	1.0
Cn1c(=S)[nH]c(=O)c2ncc(=O)[nH]c21	11	-3	2	14	1	17	-2	-1.5
Nc1nnc(CCS(=O)(=O)c2ccc(Br)cc2)s1	9	4	-8	15	-13	-20	-1	0.3
COc1ccc(NC(=S)N2CCN(S(=O)(=O)c3ccc(OC)cc3)CC2)cc1	13	5	16	22	20	8	-5	-1.0
CCOc1ccc(N2Cc3ccccc3C2)cc1	8	-5	-112	22	-77	-65	-2	5.4
N#Cc1nc(COc2ccccc2F)oc1NCCc1ccccc1	24	-6	-43	-2	-7	-5	0	2.9
Cc1c(C(=O)NNC(=S)Nc2ccc(S(N)(=O)=O)cc2)oc2ccccc12	14	9	-32	5	-19	-5	-6	-1.8
O=C(NCc1csc(-c2cccs2)n1)C1CC1	-14	-7	-42	2	-9	-16	4	1.9
Cc1sc2ncn(CC(=O)NCC(=O)N(C)C3CCCCC3)c(=O)c2c1C	-7	8	-8	17	-3	-27	0	0.7
COc1cc(OC)cc(C(=O)Nc2cccc3nc(C)ccc23)c1	-6	3	3	0	-3	11	-3	0.7
N#Cc1ccc2c(c1)nc1ccccn12	2	-7	2	-9	-9	-24	-1	-0.2
CCNc1ccc(C(=O)OCC(=O)N2c3ccccc3NC(=O)C2(C)C)cc1[N+](=O)[O-]	9	6	-4	15	-9	13	0	2.6
COc1ccc(S(=O)(=O)N2CCCC2CNC(=O)C(=O)NC2CCCCCC2)cc1 (stereo unspecified)	18	8	4	26	12	36	1	3.3
COc1ccccc1C(=O)NC(=O)CSc1nnnn1C	-16	4	5	-5	-5	-9	4	2.9
Cc1nc(NCCO)c(C#N)c2c1COC(C)(C)C2	-6	-19	9	-2	-8	4	0	-4.5
COc1ccc(/C=N/OC(=O)Nc2ccccc2OC)cc1	12	2	-134	9	17	-44	1	2.1
CCCCCCCCCCCCN1C(=O)CSC1c1cccnc1 (stereo unspecified)	13	22	-32	18	20	33	-4	0.3
COc1cccc(/C=N/NC(=O)c2c(C)nc3ccc(Cl)cn23)c1O	26	48*	21	59*	22	68*	1	-1.4
COc1ccc(C2Nc3ccccc3C(=O)N2c2ccccc2)cc1Cn1cc([N+](=O)[O-])cn1 (stereo unspecified)	27	18	-8	18	9	2	-1	-0.2
CCOc1ccc(N2C(=O)C(Cl)=C(N3CCOCC3)C2=O)cc1	-11	-8	10	-5	8	16	-3	1.6
CN1CCN(CC(C)(C)NS(=O)(=O)c2ccccc2)CC1	6	-3	7	6	1	16	0	-0.9
COc1ccc(-c2nn(Cc3ccccc3)cc2C(=O)N2CCN(c3ncccn3)CC2)cc1	14	17	15	20	-1	5	2	0.3
COc1cc(/C=C(\C#N)C(=O)Nc2cc(C(F)(F)F)ccc2Cl)ccc1OCC(=O)Nc1cccc(C(F)(F)F)c1	15	-5	13	-9	12	20	-3	0.6
CCC(C)Sc1ccc(-c2nc3ccc(Cl)cn3c2NCc2ccccc2)cc1 (stereo unspecified)	-4	-4	-105	4	-1	-26	0	2.1
O=C(CNC(=O)c1nc[nH]c1C(=O)NCC(=O)OCc1ccccc1)OCc1ccccc1	14	10	20	12	22	33	1	1.0
O=S1(=O)NC[C@]23C[C@H](c4ccc(F)cc4)[C@@H](C[C@@H]21)O3	-10	1	14	10	7	-7	3	-0.2
O=C(Nc1cc(S(=O)(=O)N2CCOCC2)ccc1Cl)C1CCC1	5	8	3	4	-2	-3	0	3.0
CCOc1ccc(NC2=C(OC)C(=O)c3ccccc3C2=O)cc1	44*	8	-38	29	-17	-16	4	5.8
COc1cccc(CN2CCNC(=O)C2CC(=O)NC2CCCC2)c1OC (stereo unspecified)	10	3	-25	7	-1	-1	-4	0.0
COc1ccc(NC(=O)COc2ccc(N(C)S(=O)(=O)c3ccc(C)cc3)cc2)cc1	28	18	-4	26	8	-13	-1	3.7
Cc1cc2cc(CNC(=O)Nc3ccccc3)ccc2n1C	15	18	-15	11	-39	17	-1	5.4
COc1ccc(C2c3cc(OC)c(OC)cc3CCN2S(C)(=O)=O)cc1OC (stereo unspecified)	-10	2	11	1	3	13	6	-2.6
COc1cc(OC)cc(C(=O)NCC2CCCN(C(=O)c3oc(C)cc3C)C2)c1 (stereo unspecified)	11	5	2	8	14	10	-7	2.8
COc1ccc(-n2c(SCC(=O)Nc3ccc4c(c3)OCO4)nc3c(c2=O)SCC3)cc1	6	5	-24	17	8	3	-3	0.0
CCC1(CC)NC(=O)NC1=O	-4	-10	4	-5	17	9	1	-0.5
O=C(CCNC(=O)c1ccc(Cl)cc1)Nc1ccc(F)cc1F	-1	-10	-15	-12	-3	12	0	3.5
O=C(Nc1ccccc1)C1=C[C@@H](c2ccccc2)C[C@@H](OCc2ccc(CO)cc2)O1	-7	-4	-12	28	-26	17	1	0.8
CCC1(CC)NC(=O)N(CC(=O)NC(=O)NCc2ccccc2)C1=O	-16	3	-1	1	19	26	-5	2.6

Ordered by SMILES length (rising): 3 of the compounds above
SMILES	tim10-1 inh	TIM10 inh	697 NFkB inh	tim23-1 inh	Jurkat NFkB inh	Mdm2-MdmX inh	XBP1 UPR activ	UPR CHOP act
CCC1(CC)NC(=O)N(CC(=O)NC(=O)NCc2ccccc2)C1=O	-16	3	-1	1	19	26	-5	2.6
O=C(CNC(=O)c1nc[nH]c1C(=O)NCC(=O)OCc1ccccc1)OCc1ccccc1	14	10	20	12	22	33	1	1.0
O=C(Nc1ccccc1)C1=C[C@@H](c2ccccc2)C[C@@H](OCc2ccc(CO)cc2)O1	-7	-4	-12	28	-26	17	1	0.8

The list continues.
SMILES	tim10-1 inh	TIM10 inh	697 NFkB inh	tim23-1 inh	Jurkat NFkB inh	Mdm2-MdmX inh	XBP1 UPR activ	UPR CHOP act
CC(C)n1c(SCC(=O)Nc2ccc3c(c2)OCO3)nc2c1c(=O)n(C)c(=O)n2C	19	12	3	9	4	26	3	-1.2
C=C[C@]1(C)C[C@H]1[C@H](NP(=O)(c1ccccc1)c1ccccc1)c1ccccc1	24	10	-17	17	-17	11	3	-0.4
O=C(CCn1c(=O)oc2ccccc21)N(Cc1ccccc1)c1ccccn1	34	14	16	28	6	18	3	1.2
CC(C)(C)NC(=O)COc1ccc(-c2ccccc2)cc1	32	-12	-59	27	-44	-55	8	2.0
O=C(COc1ccc(Cl)cc1)NCc1nnc(SCC(=O)NCCc2ccccc2)o1	9	1	-20	5	-8	-5	-2	-0.9
O=C(NNS(=O)(=O)c1cccc(Cl)c1)c1cc(-c2ccc(F)cc2)nc2ccccc12	25	0	-10	28	5	7	-4	1.2
O=C(COC(=O)c1cc(S(=O)(=O)N2CCOCC2)ccc1F)NCc1ccco1	2	-1	3	1	-1	19	-4	0.7
CC1Cc2ccccc2N1C(=O)c1ccc2nccnc2c1 (stereo unspecified)	-6	5	13	8	-4	4	-4	3.2
CCCCCOC(=O)c1cc(=O)[nH]c2ccccc12	-18	-11	4	-4	11	28	4	-0.9
O=C(N[C@@H]1CCC(=O)N(CC[C@H](Oc2ccccc2)c2ccccc2)CC1)OCc1ccccc1	4	7	19	7	-4	-11	-4	1.4
Cc1ccc(C(=O)NC(=S)NNC(=O)COc2ccccc2C)cc1	7	-6	8	-10	5	23	1	0.9
Nc1cccc2c1C(=O)N(CCOc1ccc(F)cc1)C2=O	-2	14	-193	9	-128	-104	-2	1.6
CC/C(=C\c1oc2cc3ccccc3cc2[n+]1CC)Nc1ccccc1	4	19	4	13	4	41	7	7.0
Cc1c(C)c2ccc(OCC(=O)Nc3ccccn3)cc2oc1=O	19	-5	0	13	-37	-2	-7	-5.0
CN(CC1COc2ccccc2O1)C(=O)c1cccc(S(=O)(=O)N2CCCC2)c1 (stereo unspecified)	4	-3	8	5	-15	2	-2	0.9
O=C(CCC(=O)N(CC(=O)NC1CCCC1)Cc1cccs1)Nc1nccs1	9	18	5	17	-8	-1	2	2.7
C[C@@H]1CN([C@@H](C)CO)C(=O)c2cc(NC(=O)C3CC3)ccc2O[C@@H]1CN(C)C(=O)NC1CCCCC1	-6	3	14	-2	2	-6	-1	-1.8
O=C(NCc1ccco1)C(=O)NCC1OCCN1S(=O)(=O)c1ccc(Cl)cc1 (stereo unspecified)	10	-4	3	19	9	-1	-2	1.5
Cc1ccc(-c2nc(NC(=O)CSc3ccc4ccccc4n3)ns2)cc1	7	8	-12	10	-4	11	3	-0.7
N/C(=N\OC(=O)c1cccc(Br)c1)c1ccc(Br)cc1	-31	4	-36	13	-40	-37	4	-0.3
CC(=O)NC1(C(F)(F)F)NC(=O)N(CC(C)C)C1=O (stereo unspecified)	-9	3	14	-8	2	16	-4	1.8
O=C1N[C@H](C(=O)O)CS1	2	6	5	2	-5	-35	-7	-2.3
Cc1cc(SCC(=O)Nc2ccccc2)nc(C)n1	0	-7	10	9	7	10	1	3.0
COc1cc(NC(=O)c2sc3nc(C)nc(N4CCOCC4)c3c2C)cc(OC)c1OC	22	2	8	15	6	12	3	0.2
OCc1ncccc1O	19	-9	13	-14	-9	6	1	1.0
COc1ccc(NC(=O)c2cc(Cl)ccc2Cl)c([N+](=O)[O-])c1	11	7	5	6	15	25	-2	0.8
Cc1ccc(-c2cc(C(=O)N/N=C/c3ccccc3)n[nH]2)o1	-11	-4	7	29	-28	7	-2	-0.2
O=c1[nH]cccc1-c1nc2ccccc2n1Cc1cccc(Cl)c1	4	15	-8	6	-1	-15	-5	2.7
CC(=O)N1CCOc2ccc(S(=O)(=O)N3CCC(C(=O)NCc4ccccc4)CC3)cc21	-8	13	0	-8	2	17	-1	-2.5
CC1CCN(c2ccc(C(=O)Nc3nnc(C4CC4)s3)cc2[N+](=O)[O-])CC1	11	12	0	11	15	24	3	0.4
CC1Cc2ccccc2N1C(=S)NC(=O)c1ccco1 (stereo unspecified)	40*	34	10	13	0	20	-2	1.3
OCCNc1nc(Nc2ccccc2C(F)(F)F)nc(N2CCCC2)n1	4	4	1	0	9	17	-1	0.2
COc1ccc(CNC(=S)Nc2cccc(Cl)c2)cc1	36	29	1	32	-8	29	-3	0.1
O=C(NCCc1nnc2ccc(NCc3cccnc3)nn12)c1ccccc1F	-6	-2	5	6	-15	18	0	0.0
CCCCS(=O)(=O)Nc1ccc(C)cn1	18	0	-7	13	-5	-4	0	2.3
CCOC(=O)Nc1cccc2ccccc12	3	-18	0	-8	7	2	-1	-1.3
O=C(NCC1CCCO1)c1cccc(NC(=O)c2ccccc2)c1 (stereo unspecified)	-11	1	-19	-5	-23	13	1	-0.1
O=C(NC(=S)N1CCN(C/C=C/c2ccccc2)CC1)c1ccc(Cl)nc1	29	-4	-8	24	8	30	-4	-1.1
CCc1cc2c3c(c(=O)oc2cc1O)CCCC3	41*	39	16	39	-11	16	1	-0.6

Some of these compounds in order of the TIM10 inh value, lowest first:
Compound	TIM10 inh
Cc1ccc(-c2cc(C(=O)N/N=C/c3ccccc3)n[nH]2)o1	-4
O=C(NCC1CCCO1)c1cccc(NC(=O)c2ccccc2)c1 (stereo unspecified)	1
COc1ccc(NC(=O)c2cc(Cl)ccc2Cl)c([N+](=O)[O-])c1	7
CC1CCN(c2ccc(C(=O)Nc3nnc(C4CC4)s3)cc2[N+](=O)[O-])CC1	12

Mdm2-MdmX inh, what is marked active above.
canonical_smiles | tim10-1 inh | TIM10 inh | 697 NFkB inh | Jurkat NFkB inh | Mdm2-MdmX inh
Cc1c2ccccc2c(C)c2c1ccc1ccccc12 | 50* | 84* | -41 | -2 | 79*
COc1cccc(/C=N/NC(=O)c2c(C)nc3ccc(Cl)cn23)c1O | 26 | 48* | 21 | 22 | 68*

High-throughput results from PubChem.
